PTHR1 ag = activates the human parathyroid hormone receptor PTHR1; 0.075% of 410,000 active; HEK293 GP2 PTHR1 cells, GloSensor cAMP luminescence, 1 h; Q03431; Potency, µM (doses to about 115 µM), inactives show at the highest dose activation, most hits filed as activators; further: potency means the concentration at half of the fitted maximal effect; nearly all actives have a fitted effect of over 55% in size; some results filed as inactive show a strong effect at the top dose; inactives centre near -15; many of its hits are not listed in these tables
Target sequence (Q03431 whole entry, looked up): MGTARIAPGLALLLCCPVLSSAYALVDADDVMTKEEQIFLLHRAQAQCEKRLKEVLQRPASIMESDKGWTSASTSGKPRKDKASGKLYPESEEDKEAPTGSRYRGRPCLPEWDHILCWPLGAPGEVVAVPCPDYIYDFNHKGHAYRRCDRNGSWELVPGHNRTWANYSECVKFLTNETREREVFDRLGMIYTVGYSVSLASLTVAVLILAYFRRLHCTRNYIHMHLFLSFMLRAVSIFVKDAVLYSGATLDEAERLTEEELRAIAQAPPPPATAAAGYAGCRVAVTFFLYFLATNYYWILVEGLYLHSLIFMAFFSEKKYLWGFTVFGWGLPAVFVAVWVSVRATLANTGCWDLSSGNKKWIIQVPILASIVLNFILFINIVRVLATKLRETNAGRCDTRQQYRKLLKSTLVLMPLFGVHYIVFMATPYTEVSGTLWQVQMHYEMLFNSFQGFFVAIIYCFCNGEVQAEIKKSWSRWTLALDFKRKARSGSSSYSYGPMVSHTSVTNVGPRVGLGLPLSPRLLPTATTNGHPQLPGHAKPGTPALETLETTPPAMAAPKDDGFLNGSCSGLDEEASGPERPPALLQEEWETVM
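HEK-293-derived GP2 cells expressing PTHR1 and a GloSensor cAMP reporter, 3,000/well, plated overnight, given luciferin plus IBMX (each 0.5 mM as added) for 1 h at 37 °C, then compound for 1 h at 37 °C. Luminescence was read after 15 min at room temperature.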
IL-2 act = IL-2 activation. 0.065% of 360,000 active. IL-2 activation reporter assay, cell-based qHTS; stimulated with anti-CD3/CD4/CD28 beads; in transgenic mouse T cells. activation, % (series mostly up to about 46 µM); in the data active means activation above about 50%; inconclusive means mostly about 30% to 49%; further: 0% is about no effect
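First, unstimulated transgenic mouse T cells were exposed to compound for 60 min. Next, anti-CD3/anti-CD4-coated beads with anti-CD28 were added. Finally, after 18 h at 37 degrees C, EGFP and DsRed were imaged.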
HEK293 tox = cytotoxicity in counter-screen for GLP-1R inverse agonists; HEK293 cAMP-luciferase reporter cells, luminescence, 24 h; Potency, µM (titrated, usually from 38.3 µM), for inactives: top-dose activity change, negative = inhibition, hits mostly inhibitors; 0.13% of 410,000 active; AID 624418;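 further: loss of luciferase light is scored as toxicity; potency means the concentration at half of the fitted maximal effect; on the % scale 0 is the no-effect control and ±100 the full control effect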
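Seeding density was 200 cells/uL; after overnight-length (12 h) culture, 23 nL compounds went on for 24 h at 37 °C. Readout used a luciferase detection reagent, luminescence taken after 12 min at room temperature.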
PI5P4K alpha inh = inhibitors of human PI5P4K alpha; PI5P4Kalpha enzyme, ADP-Glo luminescence, 60 min; active compounds read low; 1.2% of 330,000 active; AID 652105; P48426; max response, %; active means max response of -50% or lower; inconclusive means between -30% and -50%; inactive means -30% or higher; further: value at the top dose of about 77 µM; on the % scale 0 is the no-effect control and ±100 the full control effect
Target sequence (P48426 whole entry, looked up): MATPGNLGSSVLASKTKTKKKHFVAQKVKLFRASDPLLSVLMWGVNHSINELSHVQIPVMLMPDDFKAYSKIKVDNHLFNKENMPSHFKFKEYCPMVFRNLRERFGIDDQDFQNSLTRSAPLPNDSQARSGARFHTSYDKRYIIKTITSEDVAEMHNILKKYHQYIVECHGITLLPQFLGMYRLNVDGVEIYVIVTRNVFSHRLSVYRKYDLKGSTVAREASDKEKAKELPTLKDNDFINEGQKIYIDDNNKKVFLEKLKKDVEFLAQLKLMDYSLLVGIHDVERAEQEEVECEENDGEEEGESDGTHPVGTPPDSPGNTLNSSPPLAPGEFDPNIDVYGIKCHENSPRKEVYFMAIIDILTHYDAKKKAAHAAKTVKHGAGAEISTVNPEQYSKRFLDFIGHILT
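qHTS, 1536-well: enzyme/substrate mix, compound by pin tool, 5 microM ATP final; RT 60 min; ADP-Glo reagents 1 (45 min) then 2 (30 min); luminescence.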
EPAC1 agonist = activates human EPAC1 exchange factor. AID 720707. Potency, µM (highest dose often 154 µM), for inactives: at the top dose activation, usual class: activators. EPAC1 agonist qHTS, biochemical assay; response scale: 100% = response to 6.5 mM cAMP. 0.073% of 360,000 active; further: potency means the concentration at half of the fitted maximal effect; nearly all actives have a fitted effect of over 60% in size
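Nucleotide exchange assay: 100 nM EPAC1 with 250 nM Rap1B loaded with BODIPY-GDP and 50 uM GDP, room temperature. Fluorescence (480/540 nm) read every 5 min for 30 min; signal change normalized to 6.5 mM cAMP as full agonist.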
PLK1 PBD inh = PLK1 (human) polo-box domain binding inhibition. Potency, µM, without a hit: max response, negative = inhibition, hits mostly inhibitors. Plk1 PBD binding of FITC phosphopeptide, fluorescence polarization. 2.8% of 360,000 active. P53350; further: potency means the concentration at half of the fitted maximal effect; series mostly up to about 57 µM; on the % scale 0 is the no-effect control and ±100 the full control effect; nearly all actives have a fitted effect of over 65% in size
GLP-1R agonist = activates the human GLP-1 receptor | P43220 | HEK293 GLP-1R CRE-luciferase, luminescence, 4-6 h; cells express a hypersensitive GLP-1R form | Potency, µM (series often up to 45.6 µM), inactives show at the top dose activation, actives largely listed as activators | 0.007% of 380,000 active; further: potency means the concentration at half of the fitted maximal effect; % of control where 0% means no effect
GLP1R inv ag = acts as inverse agonist at human GLP-1 receptor; P43220; HEK293 GLP-1R CRE-luciferase, luminescence, 24 h; GLP-1R form is constitutively active; Potency, µM (titrated, usually from 38.3 µM), for the others: at the top dose activity change, negative = inhibition, most hits filed as inhibitors; 1.6% of 410,000 active; AID 624417; further: potency means the concentration at half of the fitted maximal effect; on the % scale 0 is the no-effect control and ±100 the full control effect; nearly all actives have a fitted effect of over 55% in size
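Inverse agonism was detected as reduced cAMP-driven luciferase luminescence after 24 h compound treatment. The cells were HEK293 clones expressing constitutively active human GLP-1R with the reporter. Reporter-only and GPR119 cell lines served as counterscreen controls.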
EPAC1 antag = antagonists of human EPAC1 | Potency, µM (highest dose often 115 µM), inactives show at the top dose activity change, negative = inhibition, most hits filed as inhibitors | O95398 | EPAC1 GEF assay, Rap1b-BODIPY-GDP exchange fluorescence | 0.14% of 360,000 active;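 further: potency means the concentration at half of the fitted maximal effect; plate controls were vehicle for no effect and positive control for full effect; nearly all actives have a fitted effect of over 50% in size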
* marks the source's active call; other numbers are inactive results; i = inactive; u = inconclusive; x = not tested or not shown; & = joins results of further samples; [ ] = remark or other dose. Unless noted, the call rests on the fitted dose curve; in most records, active means well fitted curve in the direction sought with a large enough effect; inconclusive means small, poorly fitted or top-dose-only effect, or another doubt; inactive means no such curve, though single readings can be large; an effect the other way counts as inactive or inconclusive. An excerpt (hit frequency here may not be typical).

Codes – A = PTHR1 ag; B = IL-2 act; C = HEK293 tox; D = PI5P4K alpha inh; E = EPAC1 agonist; F = PLK1 PBD inh; G = GLP-1R agonist; H = GLP1R inv ag; I = EPAC1 antag
canonical_smiles: C=CCn1c(SCC(=O)Nc2ccc3c(c2)OCCO3)nnc1-c1ccco1
  A = 5%	B = 1.2	C = -13%	D = 5	E = 7%	F = -17%	G = -1%	H = 0%	I = -13%
canonical_smiles: CC(C)OC(=O)CSc1ncnc2c1cnn2Cc1ccccc1
  A = -2%	B = -0.2	C = -3%	D = 16	E = 6%	F = -5%	G = 4%	H = -8%	I = -12%
canonical_smiles: C#CCOCCOCCOCCNc1nc(N2CCN(C(=O)[C@H](CCCCN)n3cc([C@@H](N)CC(C)C)nn3)CC2)nc(N2CCN(C(=O)[C@H](Cc3ccc(O)cc3)n3cc([C@@H](N)CC(C)C)nn3)CC2)n1
  A = i	B = 0.2	C = 6%	D = -2	E = -2%	F = -14%	G = -2%	H = 26%	I = 4%
canonical_smiles: Cc1ccc(NC(=O)CC(C)S(=O)(=O)c2ccc3c(c2)NC(=O)CO3)c(Cl)c1 (configuration not stated)
  A = i	B = -1.0	C = -3%&5%	D = -3	E = 9%	F = -8%	G = 6%	H = -27%&2%	I = -13%
canonical_smiles: CCOc1ccc(-c2[nH]ncc2-c2csc(C)n2)c(O)c1
  A = -1%	B = 0.2	C = -4%	D = -7	E = 4%	F = -4%	G = 9%	H = -20%	I = -16%
canonical_smiles: Cn1c(CCCNC(=O)c2ccco2)nc2ccccc21
  A = i	B = -0.7	C = 0%	D = -70*	E = -2%	F = -23%	G = -1%	H = -14%	I = -25%
canonical_smiles: O=C(CC(C(=O)O)c1c[nH]c2ccccc12)c1ccccc1 (configuration not stated)
  A = i	B = -1.9	C = -8%	D = -4	E = -4%	F = 0%	G = -12%	H = 1%	I = 13%
canonical_smiles: Cc1ccc(Nc2ncnc3c2oc2ccccc23)cc1
  A = -31%[inhibitor][57.5 µM]	B = 0.7	C = -7%	D = -10	E = 2%	F = -3%	G = 14%	H = u	I = -4%
canonical_smiles: Cc1cc(NC(=O)Cn2cc([N+](=O)[O-])cn2)no1
  A = 5%	B = -1.9	C = 8%	D = -27	E = -13%	F = -18%	G = -5%	H = 9%	I = 15%
canonical_smiles: O=S(=O)(c1ccccc1)c1nc(-c2ccco2)oc1NCc1ccccc1
  A = -20%[57.5 µM]	B = -2.0	C = -1%	D = x	E = 10%	F = -12%	G = 2%	H = -23%	I = -17%
canonical_smiles: COc1cc(F)ccc1-c1csc(C(NC(C)=O)c2ccc(F)c(F)c2)n1 (configuration not stated)
  A = 18%	B = -0.7	C = -6%	D = 11	E = -9%	F = -9%	G = 26%	H = u	I = -11%
canonical_smiles: CCOc1ccc(Oc2c(/C=N/NC(=O)COc3ccccc3OC)c(C)nn2-c2ccccc2)cc1
  A = -3%	B = -0.6	C = u	D = -1	E = -3%	F = -3%	G = 3%	H = u	I = -11%
canonical_smiles: COc1cc(C(C)=O)ccc1OCC(O)CN1CCN(c2ccccc2)CC1 (configuration not stated)
  A = -21%	B = 1.3	C = -19%	D = -1	E = 3%	F = 4%	G = -2%	H = 9%	I = 16%
canonical_smiles: Cc1ccc2[nH]c(=O)c(CN(CCCN3CCOCC3)C(=O)NC3CCCCC3)cc2c1
  A = -7%[57.5 µM]	B = -3.7	C = -9%	D = x	E = -2%	F = -3%	G = -1%	H = -27%	I = 5%
canonical_smiles: O=C(CSC1=Nc2ccccc2N=C(c2ccc(F)cc2)C1)Nc1ccccc1
  A = -24%	B = x	C = 5%	D = x	E = x	F = x	G = -1%	H = 4%	I = x
canonical_smiles: C[C@H](c1ccccc1)N1C[C@H](COCc2ccccc2)Oc2cc(N3CC[C@@H](O)C3)ccc2S1(=O)=O
  A = -18%	B = -0.9	C = -12%	D = 10	E = -2%	F = -4%	G = -2%	H = u	I = -8%
canonical_smiles: CC(C)(C)c1ccc(CS(=O)CC(O)CO)cc1 (configuration not stated)
  A = i	B = -1.2	C = -8%	D = -2	E = -14%	F = 4%	G = 0%	H = -8%	I = -1%
canonical_smiles: c1ccc(N2CC[N+]3(CCCC3)CC2)nc1
  A = -6%[57.5 µM]	B = -1.7	C = 3%	D = x	E = 7%	F = -7%	G = -3%	H = -3%	I = 10%
canonical_smiles: O=C1c2c([N+](=O)[O-])cc([N+](=O)[O-])cc2S(=O)N1Cc1ccccc1 (configuration not stated)
  A = i	B = -0.4	C = -16%	D = -60*	E = 0%	F = 38µM*	G = -1%	H = 14%	I = -15%
canonical_smiles: O=C(Nc1nccs1)c1cccc(N2C(=O)C3C4C=CC(C4)C3C2=O)c1 (configuration not stated)
  A = i	B = -0.5	C = 15%	D = 0	E = 6%	F = -9%	G = 3%	H = 4%	I = 9%
canonical_smiles: COc1ccccc1OCCNC(=O)CNC(=O)c1ccc(Cl)c(Cl)c1
  A = i	B = -0.5	C = 2%	D = 0	E = 3%	F = -3%	G = -2%	H = -22%	I = -2%
canonical_smiles: COc1cc(OC)cc(C(=O)N[C@H](C(=O)Nc2ccc(F)cc2F)C(C)C)c1
  A = i	B = 0.3	C = 3%	D = -7	E = -1%	F = -13%	G = 2%	H = u	I = -26%
canonical_smiles: Cn1c(Cc2csc(N)n2)nnc1SCC(=O)NCc1ccccc1
  A = i	B = 0.3	C = -16%	D = x	E = 3%	F = -7%	G = -2%	H = -1%	I = 12%
canonical_smiles: CC1CN(/C=C/C=O)C(C)CC1OC(=O)c1ccccc1 (configuration not stated)
  A = -10%	B = -3.5	C = -5%	D = -5	E = 2%	F = -9%	G = 10%	H = -3%	I = -5%
canonical_smiles: Nc1cc(C(=O)N2CCCC2)cc(C(=O)N2CCCC2)c1
  A = -26%	B = 0.3	C = 5%	D = x	E = 10%	F = -11%	G = -4%	H = 13%	I = -4%

(further entries)
SMILES	PTHR1 ag	IL-2 act	HEK293 tox	PI5P4K alpha inh	EPAC1 agonist	PLK1 PBD inh	GLP-1R agonist	GLP1R inv ag	EPAC1 antag
COc1cccc2c1cc1c(=O)n(CC(=O)N3CCC(C)CC3)nc(C)n12	i	0.2	8%&16%	-8	3%	-2%	6%	6%&1%	-7%
CCCOc1ncnc2c1sc1nc3c(cc12)COC(C)(C)C3	-22%	0.0	7%	4	-13%	12%	-1%	38%[activator]	13%
CCOc1ccc2ncc3c(-c4ccc(C)cc4)nn(-c4cccc(F)c4)c3c2c1	-42%	x	-2%	x	x	x	-1%	-9%	x
S=c1nc(-c2sccc2OCc2ccc(Cl)cc2Cl)[nH][nH]1	-26%	-0.1	5%	u	-6%	u	5%	-20%	3%
CCCOc1ccc(C(=O)Nc2ccc(S(=O)(=O)NC3=NCCCCC3)cc2)cc1	-8%	-0.6	-1%	-4	1%	-8%	11%	u	-9%
O=C(NNC(=S)NC1CC2CCC1C2)c1ccc(Cl)cc1 (configuration not stated)	-10%	-0.9	7%	0	18%	-25%	4%	u	-3%
CCOc1ccc(-c2cncc3nccn23)cc1	i	-0.5	-5%	1	2%	-1%	13%	5%	-20%
CCCc1ccc2oc(C(=O)N3CCNC(=O)C3CC(=O)OC)c(C)c2c1 (configuration not stated)	i	-1.4	7%	-2	-3%	-9%	22%	-9%	8%

A portion from the list above, for reference:
SMILES	PTHR1 ag	IL-2 act	HEK293 tox	PI5P4K alpha inh	EPAC1 agonist	PLK1 PBD inh	GLP-1R agonist	GLP1R inv ag	EPAC1 antag
COc1cccc2c1cc1c(=O)n(CC(=O)N3CCC(C)CC3)nc(C)n12	i	0.2	8%&16%	-8	3%	-2%	6%	6%&1%	-7%
CCCOc1ncnc2c1sc1nc3c(cc12)COC(C)(C)C3	-22%	0.0	7%	4	-13%	12%	-1%	38%[activator]	13%
CCOc1ccc2ncc3c(-c4ccc(C)cc4)nn(-c4cccc(F)c4)c3c2c1	-42%	x	-2%	x	x	x	-1%	-9%	x
S=c1nc(-c2sccc2OCc2ccc(Cl)cc2Cl)[nH][nH]1	-26%	-0.1	5%	u	-6%	u	5%	-20%	3%
CCCOc1ccc(C(=O)Nc2ccc(S(=O)(=O)NC3=NCCCCC3)cc2)cc1	-8%	-0.6	-1%	-4	1%	-8%	11%	u	-9%
O=C(NNC(=S)NC1CC2CCC1C2)c1ccc(Cl)cc1 (configuration not stated)	-10%	-0.9	7%	0	18%	-25%	4%	u	-3%

The list goes on.
SMILES	PTHR1 ag	IL-2 act	HEK293 tox	PI5P4K alpha inh	EPAC1 agonist	PLK1 PBD inh	GLP-1R agonist	GLP1R inv ag	EPAC1 antag
CCc1nnc(NC(=O)CSc2nnc(Cc3cccn3C)n2CCOC)s1	-11%	-1.9	5%	7	-4%	-7%	-4%	1%	-6%
COc1ccccc1C(=O)Nc1sc(C(=O)N2CCCC2)c(C)c1C#N	-8%	-0.1	-4%	1	1%	-9%	6%	2%	15%
O=C(Cn1c(-c2cncs2)nc2ccccc21)NC1CCCC1	-8%[57.5 µM]	0.1	-15%	2	0%	-1%	-9%	-12%	0%
COc1ccc(C(=O)Oc2ccc(/C=N/Nc3ccc(Cl)c(C(=O)O)c3)cc2OC)cc1	-69%[inhibitor]	-0.7	-2%	2	-2%	u	3%	19%	-26%
CCOC(=O)C(CSCC(=O)c1ccc(Cl)cc1)NC(=O)OC(C)(C)C (configuration not stated)	-41%[inhibitor]	-0.8	-7%	2	-7%	-6%	-2%	-18%	-15%
Cc1nnc(SCC2=C(C(=O)O)N3C(=O)C(NC(=O)C(C)n4nc(C(F)(F)F)cc4C)C3SC2)s1 (configuration not stated)	i	2.0	4%	1	-13%	-23%	-1%	-23%	0%
O=C(O)CCn1c2ccccc2c2nc3ccccc3nc21	i	-2.9	17%	-1	1%	-2%	-3%	88%[activator]	-4%
Cc1ccc(NC(=O)O/N=C/c2c(C)nn(C(C)(C)C)c2C)cc1Cl	-34%[inhibitor]	-3.0	6%	7	7%	6%	-4%	u	-15%

Bioassay records deposited in PubChem BioAssay by National Center for Advancing Translational Sciences (NCATS).
